TRb SRC2 PPI – inhibitors of human thyroid hormone receptor beta-SRC2 interaction | TRbeta-SRC2 peptide binding, fluorescence polarization; receptor liganded with 1 µM T3 | Potency, µM (highest dose often 106 µM), without a hit: at the highest dose activity change, negative = inhibition, hits mostly inhibitors | 280,000 tested, 0.065% active | AID 1469;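 also: plate controls were bound peptide for no effect and peptide without receptor for full effect; nearly all actives have a fitted effect of over 50% in size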
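Decrease in fluorescence polarization of 20 nM Texas Red SRC2 coactivator peptide flagged inhibition of its binding to 0.6 uM TRb LBD; 1 uM T3 included, incubation 5 hr, ex 555/em 632 nm.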
GAA inh – alpha-glucosidase (human) inhibition; P10253; purified human GAA, 4-MU-alpha-glucoside fluorescence; Potency, µM (doses to about 76.9 µM), inactives show at the top dose activity change, negative = inhibition, hits mostly inhibitors; 200,000 tested, 0.005% active;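 also: plate controls were uninhibited enzyme wells for no effect and no-enzyme background for full effect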
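Activity normalized between no-enzyme (basal) and enzyme-only wells. Conditions: 4 nM human enzyme, 400 uM fluorogenic substrate, citrate/phosphate pH 5.0 with Tween-20, 20 min room temperature, compounds up to 77 uM.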
GAA spleen mod – inhibitors or activators of human alpha-glucosidase in spleen homogenate. AID 2112. human spleen homogenate, 4-MU-alpha-glucoside fluorescence. P10253. Potency, µM (titrated, usually from 79.9 µM), without a hit: top-dose activity change, negative = inhibition, usual class: inhibitors. 240,000 tested, 0.006% active;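 also: 0% = enzyme with vehicle and -100% = no enzyme basal signal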
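Human spleen homogenate (1 ug) with 4-methylumbelliferyl-alpha-D-glucopyranoside (1 mM final) in 50 mM citrate/phosphate pH 5.0, 0.01% Tween-20; 40 min at 37 C. Stopped at pH 10; 4-MU fluorescence Ex 365/Em 440 nm; AC50 by Hill fit.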
RGS12 GoLoco inh – blocks human Gai1 binding to RGS12 GoLoco peptide, red readout; Gai1:RGS12 GoLoco peptide FP, rhodamine, 10 min; P63096; 230,000 tested, 0.44% active; Potency, µM (highest dose often 61.6 µM), inactives show top-dose activity, negative = inhibition, hits mostly inhibitors; active = well fitted inhibition curve with a large enough effect, not every such curve was filed as active; inactive = no such curve, though single readings can be large or run the other way; also: nearly all actives have a fitted effect of over 30% in size; many of its hits are not listed in these tables
Target sequence (P63096 whole entry, looked up): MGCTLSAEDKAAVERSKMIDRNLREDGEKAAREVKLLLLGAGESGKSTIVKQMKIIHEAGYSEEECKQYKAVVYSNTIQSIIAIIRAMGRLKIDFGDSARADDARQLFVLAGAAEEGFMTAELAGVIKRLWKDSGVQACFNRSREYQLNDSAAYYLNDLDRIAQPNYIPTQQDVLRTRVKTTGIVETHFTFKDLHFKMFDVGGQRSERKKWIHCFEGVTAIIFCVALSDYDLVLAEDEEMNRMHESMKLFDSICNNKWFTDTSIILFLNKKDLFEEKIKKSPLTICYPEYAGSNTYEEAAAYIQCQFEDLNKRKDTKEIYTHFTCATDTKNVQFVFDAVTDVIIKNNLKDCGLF
TR SRC2 fluor cs – alters Texas Red total fluorescence, flagging assay interference; Potency, µM (top dose mostly 106 µM), without a hit: at the highest dose fluorescence change, negative = quenching; 280,000 tested, 0.29% active; TRb/SRC2 Texas Red total fluorescence interference; AID 1479; active = well fitted curve in either direction with a large enough effect; inconclusive = small, poorly fitted or top-dose-only effect
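Human TRb ligand-binding domain at 0.6 uM with 20 nM Texas Red SRC2 peptide in Tris buffer containing 1 uM T3 and 5% DMSO, incubated with compound 5 h at ambient temperature. Total fluorescence (555/632 nm) calculated as parallel + 2 × perpendicular.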
RECQ1 inh – inhibitors of human RECQ1 DNA helicase. RECQ1 DNA unwinding, red fluorescence kinetic read. Potency, µM (top dose mostly 57.3 µM), for the others: at the highest dose activity, negative = inhibition, hits mostly inhibitors. P46063. 240,000 tested, 0.54% active;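 also: plate controls were vehicle for no effect and no enzyme for full effect; nearly all actives have a fitted effect of over 30% in size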
Target sequence (P46063 whole entry, looked up): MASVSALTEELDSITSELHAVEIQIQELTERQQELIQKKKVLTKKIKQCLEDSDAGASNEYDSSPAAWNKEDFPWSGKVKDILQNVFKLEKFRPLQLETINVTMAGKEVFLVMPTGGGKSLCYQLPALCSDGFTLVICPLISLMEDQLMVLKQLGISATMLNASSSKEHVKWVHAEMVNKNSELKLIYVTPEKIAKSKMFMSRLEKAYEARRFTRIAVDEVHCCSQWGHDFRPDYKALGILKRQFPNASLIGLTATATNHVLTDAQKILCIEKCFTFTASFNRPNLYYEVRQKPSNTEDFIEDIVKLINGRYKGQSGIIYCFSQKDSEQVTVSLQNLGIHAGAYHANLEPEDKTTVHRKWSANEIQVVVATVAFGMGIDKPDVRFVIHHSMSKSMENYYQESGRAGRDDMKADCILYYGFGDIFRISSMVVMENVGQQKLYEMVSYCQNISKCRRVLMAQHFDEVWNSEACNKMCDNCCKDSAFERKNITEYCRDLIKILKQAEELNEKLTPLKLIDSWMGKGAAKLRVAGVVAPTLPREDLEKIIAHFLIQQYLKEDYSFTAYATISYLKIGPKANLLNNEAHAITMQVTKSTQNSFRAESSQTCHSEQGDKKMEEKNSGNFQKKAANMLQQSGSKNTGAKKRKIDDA
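RECQ1T1 50 nM; forked duplex (20 bp + 30-nt ss tails) 200 nM, ATP 2 mM final; pH 8.0, 2 mM MgCl2, 2.5 ug/ml poly(dI-dC); 15 min compound preincubation; discontinuous kinetic read over 2 h at RT.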
L3MBTL1 block – L3MBTL1 (human) inhibition; AlphaScreen L3MBTL1–H3K9me1 peptide binding; Potency, µM (doses to about 57.1 µM), for the others: at the highest dose activity, negative = inhibition, actives largely listed as inhibitors; AID 485360; 230,000 tested, 0.66% active; also: nearly all actives have a fitted effect of over 60% in size
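AlphaScreen proximity signal between nickel-chelate acceptor and streptavidin donor beads (final 10 ug/mL) reports binding of 50 nM L3MBTL1 to 75 nM biotin-H3 K9me1 peptide; complex incubated with compounds 30 min at room temperature; cefsulodin titration as control.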
GAA glycogen mod – alters human alpha-glucosidase cleavage of glycogen. P10253. recombinant GAA, glycogen substrate, Amplex Red glucose oxidase fluorescence. Potency, µM (titrated, usually from 76.4 µM), for the others: top-dose activity change, negative = inhibition, usual class: inhibitors. 300,000 tested, 0.38% active. AID 2100;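 also: 0% = full enzyme reaction and -100% = no-enzyme basal signal; the screen sought inhibitors and activators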
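Recombinant human enzyme (4 nM); glycogen substrate; 37 C, 40 min, pH 5.0. Readout: coupled glucose oxidase/Amplex Red fluorescence.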
* = called active by the depositor; [ ] = another dose, or the depositor's remark. Unless noted, calls follow the shape of the dose curve; as a rule, active = well fitted curve in the direction sought with a large enough effect; inconclusive = small, poorly fitted or top-dose-only effect, or another doubt; inactive = no such curve, though single readings can be large; an effect the other way counts as inactive or inconclusive. Unless noted, % is scaled to controls: 0 for no effect and ±100 for the full control effect; potency is read from the fitted curve at half-maximal effect. Some of the compounds tested; the hit share may differ from the screen's.

O=C(CNC(=O)c1ccc(Br)cc1)NCCc1nc2ccccc2[nH]1 was read as TRb SRC2 PPI 5%, GAA inh -7%, GAA spleen mod 1%, RGS12 GoLoco inh -27%, TR SRC2 fluor cs 0%, RECQ1 inh 5% and GAA glycogen mod 7%.
`COc1ccccc1N(C(=O)CN1C(=O)c2ccccc2S1(=O)=O)C(C(=O)NCC1CCCO1)c1ccc(F)cc1` (stereo not drawn) gave TRb SRC2 PPI -2%, GAA inh -6%, GAA spleen mod 0%, RGS12 GoLoco inh 4%, TR SRC2 fluor cs -2%, RECQ1 inh -6%, L3MBTL1 block 0% and GAA glycogen mod 0%.
Cc1ccc2nsnc2c1N was read as TRb SRC2 PPI 1%, GAA inh -3%, GAA spleen mod 4%, RGS12 GoLoco inh 2%, TR SRC2 fluor cs 1%, RECQ1 inh 3%, L3MBTL1 block 8% and GAA glycogen mod 18%.
`O=C1CC(c2cccs2)Cc2nc(NC(=O)C3CC3)ncc21` (stereo not drawn) gave TRb SRC2 PPI 12%, GAA inh 5%[15.4 µM], GAA spleen mod -5%, RGS12 GoLoco inh 0%, TR SRC2 fluor cs 0%, RECQ1 inh 0%, L3MBTL1 block -4% and GAA glycogen mod 6%.
For COc1ccc(OC)c(Nc2cc(C)nc3ccccc23)c1 the results were TRb SRC2 PPI -4%, GAA inh inconclusive, GAA spleen mod -2%, RGS12 GoLoco inh 11%, TR SRC2 fluor cs 0%, RECQ1 inh -3%, L3MBTL1 block -2% and GAA glycogen mod 3%.
For Cc1nn(-c2ccccc2)c(Cl)c1/C=N/Nc1nc2ccccc2[nH]1 the results were TRb SRC2 PPI -2%, GAA inh -1%, GAA spleen mod -2%, TR SRC2 fluor cs -4%, RECQ1 inh -2%, L3MBTL1 block -1% and GAA glycogen mod inconclusive.
For CCOC(=O)N1CCN(Cc2nc3c(c(=O)[nH]c(=O)n3C)n2Cc2ccccc2C)CC1 the results were TRb SRC2 PPI -4%, GAA inh 4%, GAA spleen mod -7%, RGS12 GoLoco inh -3%, TR SRC2 fluor cs -2%, RECQ1 inh -11%, L3MBTL1 block -2% and GAA glycogen mod 9%.
`C[N+]1(CC(=O)Nc2ccccc2Cl)CCN(C(=O)c2cccs2)CC1` gave TRb SRC2 PPI -1%, GAA inh -1%, GAA spleen mod -2%, RGS12 GoLoco inh 3%, TR SRC2 fluor cs -4%, RECQ1 inh 9%, L3MBTL1 block 3% and GAA glycogen mod 5%.
For Cc1ccc(-n2ncc3c(N4CCC5(CC4)OCCO5)ncnc32)c(C)c1 the results were TRb SRC2 PPI 3%, GAA inh -3%, GAA spleen mod 7%, RGS12 GoLoco inh 2%, TR SRC2 fluor cs 2%, RECQ1 inh -4% and GAA glycogen mod 4%.
Screening CNC(=O)c1nnsc1S(=O)(=O)c1ccc(Cl)cc1 returned TRb SRC2 PPI 4%, GAA inh 2%, GAA spleen mod 0%, RGS12 GoLoco inh -19%, TR SRC2 fluor cs -4%, RECQ1 inh 7%, L3MBTL1 block inconclusive and GAA glycogen mod -5%.
For COc1ccccc1N(C)S(=O)(=O)c1ccc(C(=O)OCC(=O)NCc2ccco2)cc1 the results were TRb SRC2 PPI -15%, GAA inh -9%, GAA spleen mod 7%, RGS12 GoLoco inh -7%, TR SRC2 fluor cs -2%, RECQ1 inh -6%, L3MBTL1 block -9% and GAA glycogen mod -3%.
CNC(=O)Cn1ncc2c(C)n(Cc3ccc(C)cc3)c(C)c2c1=O was read as TRb SRC2 PPI 6%, GAA inh 2%, GAA spleen mod -7%, RGS12 GoLoco inh 5%, TR SRC2 fluor cs -1%, RECQ1 inh inactive, L3MBTL1 block 5% and GAA glycogen mod 5%.
O=c1c2ccccc2sc2nc(C3CCCCC3)n(Cc3ccco3)c(=O)c12 was read as TRb SRC2 PPI -3%, GAA inh 2%, GAA spleen mod -6%, RGS12 GoLoco inh 21%, TR SRC2 fluor cs -7%, RECQ1 inh -3% and GAA glycogen mod inconclusive.
`O=C(Nc1nccs1)c1ccc(N2C(=O)C3CCCCC3C2=O)cc1` (stereo not drawn) gave TRb SRC2 PPI 15%, GAA inh inconclusive, GAA spleen mod 0%, RGS12 GoLoco inh 8%, TR SRC2 fluor cs -2%, RECQ1 inh -12%, L3MBTL1 block -13% and GAA glycogen mod 0%.
CC(C)(C)c1cc(CN(CCO)CCO)cc(C(C)(C)C)c1O was read as TRb SRC2 PPI 7%, GAA inh 0%, GAA spleen mod -6%, RGS12 GoLoco inh -13%, TR SRC2 fluor cs -5%, RECQ1 inh -1%, L3MBTL1 block -17% and GAA glycogen mod -27%.
For O=C(c1cc2c(s1)CCCC2)N1CCN(C(=O)C2CCCO2)CC1 (stereo not drawn) the results were TRb SRC2 PPI -3%, GAA inh -8%, GAA spleen mod -1%, RGS12 GoLoco inh 1%, TR SRC2 fluor cs 3%, RECQ1 inh 7%, L3MBTL1 block -1% and GAA glycogen mod 0%.
Screening C#Cc1ccc([C@@H]2C=C(C(=O)N3CCN(Cc4ccccc4)CC3)O[C@H](OCCCCO)C2)cc1 returned TRb SRC2 PPI -3%, GAA spleen mod 0%, RGS12 GoLoco inh -3%, TR SRC2 fluor cs 1%, RECQ1 inh -14%, L3MBTL1 block -6% and GAA glycogen mod -2%.
Screening O=c1c(-c2n[nH]c(=S)n2-c2ccccc2)cccn1Cc1cccc(Cl)c1 returned TRb SRC2 PPI -1%, GAA inh 10%, GAA spleen mod 5%, RGS12 GoLoco inh 5%, TR SRC2 fluor cs -3%, RECQ1 inh 1%, L3MBTL1 block 20% and GAA glycogen mod -3%.
Screening C(=N\c1nc2ccccc2n1CCN1CCOCC1)/c1cccs1 returned TRb SRC2 PPI -11%, GAA inh 3%, GAA spleen mod -14%, RGS12 GoLoco inh 5%, TR SRC2 fluor cs -2%, RECQ1 inh -4%, L3MBTL1 block 1% and GAA glycogen mod 3%.
COc1ccc(OCCNS(=O)(=O)c2ccc3oc4ccccc4c3c2)cc1 was read as TRb SRC2 PPI -14%, GAA inh -9%, GAA spleen mod -1%, RGS12 GoLoco inh 9%, TR SRC2 fluor cs -2%, RECQ1 inh -18%, L3MBTL1 block 16% and GAA glycogen mod -1%.

Next part, overlapping the part above by 3 compounds.
Screening O=c1c(-c2n[nH]c(=S)n2-c2ccccc2)cccn1Cc1cccc(Cl)c1 returned TRb SRC2 PPI -1%, GAA inh 10%, GAA spleen mod 5%, RGS12 GoLoco inh 5%, TR SRC2 fluor cs -3%, RECQ1 inh 1%, L3MBTL1 block 20% and GAA glycogen mod -3%.
Screening C(=N\c1nc2ccccc2n1CCN1CCOCC1)/c1cccs1 returned TRb SRC2 PPI -11%, GAA inh 3%, GAA spleen mod -14%, RGS12 GoLoco inh 5%, TR SRC2 fluor cs -2%, RECQ1 inh -4%, L3MBTL1 block 1% and GAA glycogen mod 3%.
COc1ccc(OCCNS(=O)(=O)c2ccc3oc4ccccc4c3c2)cc1 was read as TRb SRC2 PPI -14%, GAA inh -9%, GAA spleen mod -1%, RGS12 GoLoco inh 9%, TR SRC2 fluor cs -2%, RECQ1 inh -18%, L3MBTL1 block 16% and GAA glycogen mod -1%.
For CC1(C)CC(=O)C2=C(C1)NC(=O)NC2c1ccccc1 (stereo not drawn) the results were TRb SRC2 PPI -4%, GAA inh -1%, GAA spleen mod -10%, RGS12 GoLoco inh 3%, TR SRC2 fluor cs 0%, RECQ1 inh inactive, L3MBTL1 block 10% and GAA glycogen mod 3%.
`CCN(CC)c1ccc(C=C2C(=O)OC3(CCCC3)OC2=O)cc1` gave TRb SRC2 PPI 3%, GAA inh -6%, GAA spleen mod 0%, RGS12 GoLoco inh 206%[activator], TR SRC2 fluor cs 3%, RECQ1 inh -15%, L3MBTL1 block -4% and GAA glycogen mod -9%.
`CCOC(=O)/C(=C/c1ccco1)NC(=O)c1ccc(Br)o1` gave TRb SRC2 PPI 6%, GAA inh 2%, GAA spleen mod -4%, RGS12 GoLoco inh 21%, TR SRC2 fluor cs -1%, RECQ1 inh inactive, L3MBTL1 block -4% and GAA glycogen mod -4%.
O=C(N/N=C1/CCCc2ccccc21)c1cc([N+](=O)[O-])cc([N+](=O)[O-])c1 was read as TRb SRC2 PPI -2%, GAA inh -3%, GAA spleen mod 1%, RGS12 GoLoco inh 1%, TR SRC2 fluor cs -2%, RECQ1 inh inactive, L3MBTL1 block 0% and GAA glycogen mod 6%.
`COc1ccc(Cl)cc1NC(=O)c1noc2c1CCCC2` gave TRb SRC2 PPI -1%, GAA inh 4%, GAA spleen mod 2%, RGS12 GoLoco inh 2%, TR SRC2 fluor cs -2%, RECQ1 inh -3% and GAA glycogen mod 11%.
CCOC(=O)C1=C(C)NC(=O)NC1c1ccc2c(c1)OCO2 (stereo not drawn) was read as TRb SRC2 PPI -9%, GAA inh -2%, GAA spleen mod 3%, RGS12 GoLoco inh -41%, TR SRC2 fluor cs -3%, RECQ1 inh 2%, L3MBTL1 block -29% and GAA glycogen mod -3%.
Screening c1ccc(COC[C@H]2CO2)cc1 returned TRb SRC2 PPI -1%, GAA spleen mod 0%, TR SRC2 fluor cs -2% and RECQ1 inh -16%.
O=C(COc1ccccc1[N+](=O)[O-])N/N=C/c1ccccn1 was read as TRb SRC2 PPI -9%, GAA inh 3%, GAA spleen mod 0%, RGS12 GoLoco inh 2%, TR SRC2 fluor cs -2%, RECQ1 inh -5%, L3MBTL1 block 26% and GAA glycogen mod 9%.
`Nn1c(Cc2cccc3ccccc23)nnc1SCc1ccc(Cl)c(Cl)c1` gave TRb SRC2 PPI 7%, GAA inh -3%, GAA spleen mod 0%, RGS12 GoLoco inh -1%, TR SRC2 fluor cs 0%, RECQ1 inh 0%, L3MBTL1 block -1% and GAA glycogen mod -7%.
Screening S=C(Nc1ccc(Oc2ccccc2)cc1)NC1CCCCCC1 returned TRb SRC2 PPI -10%, GAA inh -6%, GAA spleen mod -6%, RGS12 GoLoco inh 4%, TR SRC2 fluor cs -1%, RECQ1 inh -14%, L3MBTL1 block -2% and GAA glycogen mod 3%.
